# TMEM16A inh: inhibitors of mouse TMEM16A calcium-activated chloride channel; HEK293 TMEM16A/YFP iodide influx fluorescence, ionomycin; normalized B-score (activity score, 25-100; higher = stronger inhibition) at 10 µM; 310,000 compounds, 1.2% hits; Q8BHY3; AID 588511;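 active = ratio plate-corrected score three or more library SD toward inhibition, starting fluorescence score within five deviations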;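 note: score derived from kinetic fluorescence span divided by baseline fluorescence per well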
# KCNK9 block: inhibitors of human KCNK9 two-pore domain potassium channel. Q9NPC2. HEK293 KCNK9, FluxOR thallium flux fluorescence; hits give low values. B-score at 10 µM. 310,000 compounds, 1.2% hits. AID 488922;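 active = ratio B-score over 3 SD below the library mean, with starting fluorescence within 5 SD of its mean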;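 note: negative B-score means less thallium flux so channel inhibition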
# MrgX1 agonist: activates human MrgX1 receptor signaling. AID 588627. MrgX1-HEK293 cells, Fluo-4 calcium fluorescence, agonist mode; hits give high values. Q96LB2. B-score at 10 µM. 310,000 compounds, 0.44% hits;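 active = calcium response B-score plate-corrected fluorescence ratio at least 3 library SD, with starting fluorescence B-score inside 5 SD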
#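 Assay system: stable human MrgX1 HEK293 cell line. Quantity: 15,000 cells per well. Schedule: cells plated overnight, dye loaded 0.5 h 37 °C, 0.5 h room temperature. Detection: Fluo-4 NW calcium-flux fluorescence, kinetic read. Read-out basis: peak-minus-minimum fluorescence over baseline, converted to B scores. Control set: positive and negative control wells on each plate.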
# KCNQ1 block: inhibitors of human KCNQ1 potassium channel; P51787; CHO-K1 KCNQ1, FluxOR thallium flux fluorescence; hits give high values; B-score at 10 µM; 310,000 compounds, 1.3% hits;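 active = compounds whose thallium flux B-score, printed positive for inhibition, exceeds three library SD while starting fluorescence stays within three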;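 note: channel opened by potassium depolarization with thallium stimulus after 20 min compound exposure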
# Target sequence (P51787 whole entry, looked up): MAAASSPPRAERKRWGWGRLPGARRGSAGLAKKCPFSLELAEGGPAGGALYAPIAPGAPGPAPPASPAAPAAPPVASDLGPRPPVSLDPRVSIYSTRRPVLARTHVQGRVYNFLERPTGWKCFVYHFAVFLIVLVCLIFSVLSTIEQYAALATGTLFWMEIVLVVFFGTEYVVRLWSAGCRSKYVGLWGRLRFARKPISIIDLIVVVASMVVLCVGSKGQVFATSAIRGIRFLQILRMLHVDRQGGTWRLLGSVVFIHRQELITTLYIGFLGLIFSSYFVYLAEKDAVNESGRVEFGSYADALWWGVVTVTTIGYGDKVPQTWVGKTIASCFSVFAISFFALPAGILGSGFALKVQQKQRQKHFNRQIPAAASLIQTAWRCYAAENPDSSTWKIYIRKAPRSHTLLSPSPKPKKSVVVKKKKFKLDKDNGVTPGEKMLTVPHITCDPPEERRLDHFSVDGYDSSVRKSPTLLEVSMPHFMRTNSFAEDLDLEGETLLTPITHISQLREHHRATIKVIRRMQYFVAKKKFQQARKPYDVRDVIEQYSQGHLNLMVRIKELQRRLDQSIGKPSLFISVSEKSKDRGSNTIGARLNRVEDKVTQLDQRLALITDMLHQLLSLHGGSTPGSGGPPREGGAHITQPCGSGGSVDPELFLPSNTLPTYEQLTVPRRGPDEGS
# TMEM16A act: activates or potentiates the mouse TMEM16A chloride channel; HEK293 TMEM16A/YFP-H148Q/I152L, iodide quench fluorescence; hits give low values; Q8BHY3; B-score at 10 µM; 340,000 compounds, 0.3% hits;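 active = fluorescence-ratio B-score plate-corrected deviation score at least 3 library SD below zero, with starting fluorescence score within 5 deviations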;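 note: channel opened by trigger with iodide after compound preincubation; score built on the fluorescence ratio of max minus min over baseline; more negative score means more quench and so TMEM16A activation or potentiation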
# RGS4 act: potentiators or activators of RGS4 | 310,000 compounds, 0.92% hits | B-score at 10 µM | HEK293 M3R/inducible RGS4, carbachol calcium flux Fluo4; hits give low values;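 active = B-score of the integrated calcium signal more than 4 SD below the library mean, with starting fluorescence not abnormally high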;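 note: negative B-score means reduced calcium response which marks RGS4 activation or potentiation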
#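 test system = HEK293 cells with stable M3R and inducible RGS4 | schedule = recording 10 s baseline at 1 Hz, 100 s post-agonist | technique = Fluo4-AM (2 µM) calcium-flux fluorescence, kinetic read | measure = Agonist-evoked peak-minus-minimum fluorescence over baseline, integrated ratio, B score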
# KCNQ1 pot: potentiators or activators of human KCNQ1 potassium channel; P51787; CHO-K1 KCNQ1, thallium flux FluxOR fluorescence; hits give high values; B-score at 10 µM; 310,000 compounds, 0.35% hits; AID 2648;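 active = fluorescence ratio B-score, a plate-corrected score, at least three library SD, with initial intensity B-score within 5 SD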
#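 assay system = KCNQ1-transfected CHO-K1 cells | medium = assay buffer with matched DMSO | probe or stimulus = depolarizing K+/Tl+ stimulus, K2SO4 and Tl2SO4 each 12.5 mM in 5x stock | dosing = single dose | incubation = dye 90 min, compound 20 min, room temperature | detection = kinetic FluxOR fluorescence, 10 s baseline plus 110 s post-stimulus | evaluation = ratio B score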
# KCNK3 block: human KCNK3 channel inhibition, primary screen; CHO-KCNK3 thallium flux, FluxOR fluorescence; hits give low values; B-score at 10 µM; AID 602410; 340,000 compounds, 0.84% hits;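 active = B-score under library mean minus 4 SD, starting fluorescence ratio at most library mean plus 5 SD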;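 note: more negative B-score means stronger inhibition of thallium flux through KCNK3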
# Target sequence (O14649 whole entry, looked up): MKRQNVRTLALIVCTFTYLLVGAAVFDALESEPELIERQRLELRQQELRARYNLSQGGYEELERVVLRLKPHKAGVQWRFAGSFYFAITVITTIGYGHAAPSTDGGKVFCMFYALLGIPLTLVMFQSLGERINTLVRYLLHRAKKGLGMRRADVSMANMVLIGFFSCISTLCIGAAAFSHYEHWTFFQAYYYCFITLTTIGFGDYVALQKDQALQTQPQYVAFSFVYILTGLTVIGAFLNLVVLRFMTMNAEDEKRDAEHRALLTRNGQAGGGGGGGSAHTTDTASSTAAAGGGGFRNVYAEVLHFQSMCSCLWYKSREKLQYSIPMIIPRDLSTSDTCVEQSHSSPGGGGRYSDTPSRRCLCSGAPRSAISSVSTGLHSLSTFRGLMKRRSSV
# RGS4 block: human RGS4 inhibition. P49798. 310,000 compounds, 0.45% hits. HEK293 M3R/RGS4 inducible, Fluo-4 calcium flux; hits give high values; triggered by carbachol at its EC20. B-score at 10 µM;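 active = B-score, a plate-corrected calcium signal, over three deviations above library mean, with baseline fluorescence within five deviations of library mean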;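 note: RGS4 expression induced by doxycycline in cells with stable M3 receptor; B-score is computed from the integrated fluorescence ratio over baseline after carbachol; higher B-score means a larger calcium signal and so more RGS4 inhibition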
# MrgX1 PAM: human MrgX1 positive allosteric modulation, primary screen; MrgX1-HEK293, Fluo-4 calcium flux, FDSS; hits give high values; AID 588675; 310,000 compounds, 0.63% hits; B-score at 10 µM;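 active = plate-corrected calcium response at least 3 library SD above typical, normal starting fluorescence, not activating the receptor alone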;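 note: compound read alongside a low EC10 to EC30 dose of BAM8-22 agonist; peak minus trough fluorescence over baseline measured at the second addition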
# hERG rescue: compounds protecting human hERG from proarrhythmic drug block. Q12809. CHO-hERG, FluxOR thallium flux, dofetilide IC70 present. activation (rescue from dofetilide block), less the hit threshold, % at 10 µM. 310,000 compounds, 0.51% hits. AID 1511;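 active = activation above the mean of controls blocked by dofetilide plus 5 SD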;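 note: thallium influx through hERG after potassium depolarization seen as dye fluorescence rise; in these data hits start at about 4.7%; inactives centre near -7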
# Active calls of the source: *; i = inactive; . = not tested or not shown. No enrichment for hits; any-hit rate near 6.3%.
SMILES,TMEM16A inh,KCNK9 block,MrgX1 agonist,KCNQ1 block,TMEM16A act,RGS4 act,KCNQ1 pot,KCNK3 block,RGS4 block,MrgX1 PAM,hERG rescue
CCOC(=O)N1CCc2c(sc3nc4n(c(=O)c23)N=C(C)CS4)C1,i,i,i,i,i,i,i,i,i,i,-5
CCOC(=O)C1=C(C)OC(N)=C(C#N)C1c1c(C)nn(-c2ccccc2)c1Cl (configuration not stated),i,i,i,i,i,i,i,i,i,i,-13
O=C(COc1ccccc1)NS(=O)(=O)c1ccccc1,i,i,i,i,i,i,i,i,i,i,-9
Cc1ccc(NS(=O)(=O)c2cc(-c3cc(C)no3)ccc2C(C)C)nc1,i,i,i,i,i,i,i,i,i,i,-6
CC(C)CNC(=O)CC(NCC(C)C)C(=O)O (configuration not stated),i,i,i,i,.,i,i,.,i,i,-6
O=C(NCC1CCCO1)c1sc2ccccc2c1Cl (configuration not stated),i,i,i,i,i,i,i,i,i,i,-6
CCc1nc2ccccc2c(C(=O)OC2CCOC2=O)c1C (configuration not stated),i,i,i,i,i,i,i,i,i,i,-16
Nc1c(C(=O)c2ccc(Cl)cc2)sc2c1c(=O)[nH]c(=O)n2-c1ccccc1,i,i,i,i,i,i,i,i,5.2*,i,-11
NS(=O)(=O)c1ccc(NS(=O)(=O)c2ccc(Br)cc2)cc1,i,i,i,i,i,i,i,i,i,i,-6
O=C1c2cccc3cccc(c23)C(=O)N1c1ccc(O)cc1,i,i,i,i,i,i,i,i,i,i,-5
O=C(CSc1ccc2c(c1)OCCO2)NCC1CCCO1 (configuration not stated),i,i,i,i,i,i,i,i,i,i,-9
CCc1ccccc1OCC(=O)NC1CCCC1,.,i,.,i,i,i,i,i,i,.,-19
CN(C)S(=O)(=O)c1cccc(NC(=O)CCSc2ccc(Cl)cc2)c1,i,i,i,i,i,i,i,i,i,i,-8
Cc1occc1C(=O)NNC(=S)Nc1ccccc1,i,i,i,i,i,i,i,i,i,i,-8
Cc1cc(C)n(-c2nc(NCCC(C)C)c3c4c(sc3n2)COC(C)(C)C4)n1,.,-12*,.,i,i,i,i,i,i,.,-13
O=C1C(Cl)=C(N2CCOCC2)C(=O)N1c1ccccc1,i,i,i,i,i,i,i,i,i,i,-3
CS(=O)(=O)NC1CCN(Cc2ccccc2)CC1,i,i,i,i,i,i,i,i,i,i,-8
Cc1ccc(C(=O)Nc2ccc(O)c(C(=O)O)c2)o1,i,i,i,i,i,i,i,i,i,i,-6
CNC(=O)c1cc(S(=O)(=O)Nc2ccc3c(c2)OCCO3)ccc1C,i,i,i,i,i,i,i,i,i,i,-2
CCNC(=S)NNC(=O)c1cc(C)on1,i,i,i,i,i,i,i,i,i,i,-9
CC(=O)Nc1ccc(OS(=O)(=O)c2ccccc2C)cc1,i,i,i,i,i,i,i,i,i,i,-4
CC(=O)c1cccc(NC(=O)COC(=O)COc2c(Cl)cc(Cl)c3ccc(C)nc23)c1,i,i,i,i,i,i,i,i,i,i,-5
O=C(CNC(=O)c1ccc(Cl)cc1Cl)OCc1nnc(-c2ccccc2)o1,i,i,i,i,i,i,i,i,i,i,-9
Cc1ccc(-c2nc(C3CCN(S(C)(=O)=O)CC3)no2)cc1,i,i,i,i,i,i,i,i,i,i,-4
COc1cccc(COC(=O)C2CCN(S(=O)(=O)c3ccc(C)cc3C)CC2)c1OC,100*,i,i,i,i,i,i,i,i,i,-12
Cc1c(NC(=O)C(c2ccccc2)c2ccccc2)cccc1C(=O)O,i,i,i,i,i,i,i,i,i,i,-7
O=C(Nc1ccc(Oc2c(F)c(F)c(F)c(F)c2F)cc1)OC1CCN2Cc3ccccc3N=C12 (configuration not stated),i,i,i,i,i,i,i,i,i,i,-11
O=c1c2cn[nH]c2nc(SCc2cc(=O)n3cc(Br)ccc3n2)n1-c1ccc(Br)cc1,i,i,i,i,i,i,i,i,i,i,-3
O=c1c2cc3c(cc2[nH]c(=S)n1CCN1CCOCC1)OCO3,i,i,i,i,i,i,i,i,i,i,-7
CC(=O)C1=C(c2ccccc2)NC(=S)NC1c1cc(Cl)c(OC(C)C)c(Cl)c1 (configuration not stated),i,i,i,i,i,i,i,i,i,i,-7
CCOC(=O)C1CCN(C(=O)Cn2cc(C(=O)c3ccco3)c3ccccc32)CC1,i,i,i,i,i,i,i,i,i,i,-7
Cc1ccc(OCC(=O)N/N=C\c2cn(C)c3ccccc23)c([N+](=O)[O-])c1,i,i,i,i,i,i,i,i,i,i,-12
COc1cccc2sc(Nc3nnc(-c4ccc(F)cc4)o3)nc12,i,i,i,i,i,i,94*,i,i,i,46*
COc1ccccc1NC(=O)CN1CCOCC1,i,i,i,i,i,i,i,i,i,i,-8
CCn1c(=O)n(Cc2ccco2)c(=N)c2c3c(sc21)COC(C)(C)C3,i,i,i,i,i,i,i,i,i,i,-15
Nc1cc(S(=O)(=O)Nc2cc(Cl)ccc2Cl)ccc1N1CCCC1,i,i,i,i,i,i,i,i,i,i,-15
O=C(O)CCN1C(=O)/C(=C2\C(=O)N(Cc3ccc(F)cc3)c3ccccc32)SC1=S,i,i,i,i,i,i,i,i,i,i,-10
O=C(CSc1nnc(COc2ccccc2)o1)N1CCOCC1,i,i,i,i,i,i,i,i,i,i,-8
COc1ccc(/C=C/C(=O)OCC(=O)Nc2cccc(Oc3ccccc3)c2)c(OC)c1,i,i,i,i,i,i,i,i,i,i,-7
CCCc1[nH]nc2c1C(c1ccc(OC)c(Cn3nc(C)c(Br)c3C)c1)C(C#N)=C(N)O2 (configuration not stated),i,i,i,i,i,i,i,i,i,i,-16
CCC(=O)N1CCc2cc(-c3csc(NC(=O)c4ccco4)n3)ccc21,i,i,i,i,i,i,i,i,i,i,-10
O=C(Nc1ccccn1)c1cc2cc([N+](=O)[O-])ccc2s1,i,i,i,i,i,i,i,i,i,i,2
CCOc1ccc2nc(NC(=O)C3CCN(S(=O)(=O)c4cnc[nH]4)CC3)sc2c1,i,i,i,i,i,i,i,i,i,i,-9
COc1cc(O)c(C(CC(=O)N2CCCCC2)c2cc(OC)c(OC)c(OC)c2)c(OC)c1 (configuration not stated),i,i,i,i,i,i,i,i,i,i,-6
CCC1CCCCN1Cc1nc2c(c(=O)n(C)c(=O)n2C)n1Cc1cccc2ccccc12 (configuration not stated),i,i,i,i,.,i,i,.,i,i,-11
C[C@]12CC[C@@H]3c4ccc(O)cc4[C@@H](O)C[C@H]3[C@@H]1CC[C@@H]2O,i,i,i,i,.,i,i,.,i,i,-9
COc1ccc(CCC(=O)NNC(=O)Nc2ccc(C(C)C)cc2)cc1,i,i,i,i,i,i,i,i,i,i,-4
Cc1ccc(-n2c(=O)[nH]c3c(oc4ccccc43)c2=O)cc1,i,i,78*,i,i,i,i,i,i,i,-15
O=C(NCc1ccccc1)C1=C[C@H](c2coc3ccccc3c2=O)C[C@H](OCCCCO)O1,i,i,i,i,i,i,i,i,i,i,-13
O=C1/C(=C\c2ccc3ccccc3c2)CCCc2ccccc21,i,i,i,i,i,i,i,i,i,i,-22

# More records:
SMILES,TMEM16A inh,KCNK9 block,MrgX1 agonist,KCNQ1 block,TMEM16A act,RGS4 act,KCNQ1 pot,KCNK3 block,RGS4 block,MrgX1 PAM,hERG rescue
CCN(CC)S(=O)(=O)c1ccc(C)c(NC(=O)COC(=O)C=C(C)C)c1,i,i,i,i,i,i,i,i,i,i,-12
O=C(NC1CCCC1)c1cc(-c2ccc(F)cc2)on1,i,i,i,i,i,i,i,i,i,i,-4
COc1ccc(NC(=O)CC(NCCc2ccccc2)C(=O)O)c(OC)c1 (configuration not stated),i,i,i,i,i,i,i,i,i,i,-7
COC(=O)CCS(=O)(=O)c1ccc(NC(C)=O)cc1,i,i,i,i,i,i,i,i,i,i,-1
NCCNc1ccc(C(=O)N2c3ccccc3Sc3ccccc32)cc1[N+](=O)[O-],i,i,i,8*,i,i,i,i,i,i,-31
O=C(Nc1ccc(N2CCCC2)cc1)c1cccc(Cl)c1,i,i,i,i,i,i,i,i,i,i,-4
CC1=C(C(=O)OCc2ccccc2)C(c2ccc(C(C)(C)C)cc2)NC(=O)N1CCCCCC(=O)O (configuration not stated),i,i,i,i,i,i,i,i,i,i,-12
OCC[C@H]1C[C@@H](O)[C@H](O)[C@]2(CCc3ccccc3O2)O1,i,.,i,.,i,.,.,i,.,i,.
Cc1ccccc1C(=O)c1cccn1CC(=O)NCC1CCCO1 (configuration not stated),i,i,i,i,i,i,i,i,i,i,-6
COCCC(=O)N1CCC(Oc2ccc(C(=O)NC3CCOC(C)(C)C3)cc2)CC1 (configuration not stated),i,i,i,i,i,i,i,i,i,i,-4
COc1ccc([N+](=O)[O-])cc1NC1CCCCC1,i,i,i,i,i,i,i,i,i,i,-10
Cc1ccc(-n2c(CSc3nc(C)cc(C)n3)n[nH]c2=S)cc1,i,i,i,i,i,i,i,i,i,i,-6
NS(=O)(=O)c1ccc(CCNC(=O)C2Cc3ccccc3CN2C(=O)c2ccco2)cc1 (configuration not stated),i,i,i,i,i,i,i,i,i,i,-8
Cc1ccc(C(=O)Nc2ccc(Br)cc2)cc1S(=O)(=O)Nc1ccccn1,i,i,i,i,i,i,i,i,i,i,-7
CCOc1ccc(C(NC(=O)CC)c2c(O)ccc3ccccc23)cc1 (configuration not stated),i,i,i,i,i,i,i,i,i,i,-4
CCCCCc1cc(=O)oc2c(C(CCN3CCCC(C)C3)c3cc(OC)c(OC)c(OC)c3)c(OC)cc(OC)c12 (configuration not stated),i,i,i,i,i,i,i,i,i,i,-30
O=C(/C=C/c1ccc2c(c1)OCO2)Nc1cccnc1,i,i,i,i,i,i,i,i,i,i,-7
N#CC1=C(N)NC(SCC(=O)c2ccccc2)=C(C#N)C12CCCC2,i,i,i,i,i,i,i,i,i,i,-14
